# Screening results as filed in PubChem BioAssay.
# T cell modulator – T cell immune modulators affecting CD8 T cell-vesicle binding. 2C CD8+ T cell-vesicle binding, flow cytometry; stronger effect = lower value. calls only at 7 µM. actives 0.068% (n = 330,000). AID 2052;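 active = response, share of CD8 T cells binding vesicles, and their 90th percentile fluorescence all below set limits, cut at about 80% in these data, passing the limit was not always enough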
#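 Benchmarks: naked versus QL9-loaded vesicles / Assay system: purified 2C TCR transgenic mouse naive CD8+ T cells / Technique: high-throughput flow cytometry with anti-B7-1 and anti-CD8 staining / Timing: Cell–vesicle co-incubation 1.5 h at 37 °C, staining 20 min on ice / Read-out: percent CD8+ FL2 mean versus row control / Probe or stimulus: QL9-loaded Drosophila micro-vesicles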
# PMI inhibitors – MPI enzyme activity inhibition – biochemical, fluorescence intensity, coupled assay, primary screen (AID 1209); purified PMI enzyme, coupled fluorescence intensity; higher % means a stronger effect; one-dose inhibition, % at 20 µM; IC50 in µM for titrated hits; actives 0.42% (n = 190,000); in the data active = inhibition above about 50%;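 also: plate controls were DMSO vehicle for no effect and wells lacking substrate for full effect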
# Ins promoter up – MIN6 insulin promoter up-regulation. MIN6 insulin promoter-GFP reporter, high-content imaging; stronger effect = higher value. z-score at 5 µM. actives 0.3% (n = 190,000);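 active = z-score above 3 at 5 µM with at least 500 cells counted in the well; inconclusive = wells under 500 cells, flagged as cytotoxic or low count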
# Lipid droplet – modulators of hepatic lipid droplet formation; actives 0.4% (n = 240,000); AML12 mouse hepatocytes, oleate lipid droplets, BODIPY imaging; AID 1656; inhibition, % at 6.5 µM;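 active = lipid droplet intensity inhibited by at least 50%, with more than 500 cells counted; inconclusive = wells with under 300 cells, treated as cytotoxic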
#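 Test system: AML12 mouse liver cells; schedule: overnight exposure; technique: high-content imaging of BODIPY-stained droplets and DAPI nuclei; read-out: % inhibition of corrected integrated BODIPY droplet signal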
# TNAP activators – stimulation of alkaline phosphatase TNAP activity – biochemical, luminescent, no phosphate acceptor, uHTS, primary screen (AID 1001); purified TNAP, luminescent activation assay, no phosphate acceptor; higher activation fold means a stronger effect; one-dose activation fold at 20 µM; EC50 in µM for titrated hits; actives 0.03% (n = 200,000); in the data active = activation fold from about 3, or a potency from the dose series; inactive = the rest, 99 in 100 with activation fold below about 1.6; also: many of its hits are not listed in these tables
# Dynein cargo inh – dynein cargo transport inhibition; 3617.4 mouse cells, GR-EGFP nuclear translocation imaging; test concentration mostly 20 µM; stimulated with dexamethasone, 1 µM; stronger effect = lower value; z-score, hits read low; actives 0.47% (n = 220,000);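 active = plate z-score of nuclear minus cytoplasmic receptor signal below a set negative limit, without overly bright fluorescence or cell loss, cut at about -3.5 in these data, passing the limit was not always enough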;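 also: z-score of nuclear minus cytoplasmic ring GR-EGFP intensity difference per well; some compounds called inactive have numbers as strong as hits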
#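 Also added: dexamethasone, 1.0 µM final. Medium: tet-free, stripped-serum medium. Detection: fixed, Hoechst-stained cells imaged at 10x for EGFP. Read-out: nuclear-to-cytoplasmic GR-EGFP distribution per well. Times: induction 48 h, compound 1 h, agonist 30 min.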
# MT stabilizer – microtubule stabilizers in HeLa cells; HeLa tubulin immunostaining HCS, 24 h; share of cells brighter than vehicle mean+2SD; actives 0.83% (n = 200,000); % tubulin-high responders, % at 10 µM; AID 2205;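 active = plate Z-score above 3 for both tubulin-high and condensed-nucleus cell shares, with cell loss under 80%, at 10 µM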;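 also: anti alpha tubulin signal scored within the nucleus-defined area of each cell; some results filed as inactive read as strong as hits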
# Myeloid diff MLP – promotes myeloid progenitor differentiation | ER-HoxA9 myeloid progenitors, lysozyme-GFP differentiation, flow cytometry | calls only at 10 µM | actives 1% (n = 360,000);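 active = normalized GFP-positive differentiation at or above the plate's own cutoff, the solvent-only control mean plus 3 SD; inconclusive = no clear call, values can overlap the other calls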;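 also: cells exposed to compound for four days before flow analysis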
# bCat nuc transl – beta-catenin nuclear translocation modulation; HeLa beta-catenin nuclear translocation, immunofluorescence imaging; nuclear translocation activity, % at 5 µM; actives 0.3% (n = 190,000);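 active = nuclear translocation activity above 50% at 5 µM, with a well cell count of 50 or more; inconclusive = wells under 50 cells across six images, flagged as toxic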;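 also: per-cell ratio of nuclear to cytoplasmic median beta-catenin stain intensity; plate controls were DMSO negative control for no effect and GSK-3 inhibitor IX positive control for full effect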
#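 Signal – beta-catenin immunofluorescence imaging with DAPI · Test system – human HeLa cell line · Dosing – 5 µM primary single dose, 0.1% DMSO, 0.02–20 µM confirmation series · Measure – % activation, nuclear-to-cytoplasmic median beta-catenin signal ratio per cell · Incubation – 24 h compound exposure at 37°C, 5% CO2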
# Dynein cargo inh cytoplasmic EGFP – recorded beside Dynein cargo inh, whose call it bears; z-score; measured here: cytoplasmic GR-EGFP intensity; stronger effect = higher value
# Dynein cargo inh nuclear GR-EGFP – second read-out of Dynein cargo inh, no call of its own (marks repeat the call); z-score; measured here: nuclear GR-EGFP intensity;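 lower value marks the stronger effect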
# Dynein cargo inh cell count – further read-out of Dynein cargo inh, marked with its call; z-score; measured here: cell count per field
# Ins promoter up cell count – further read-out of Ins promoter up, marked with its call; cell count; measured here: cytotoxicity, nuclei count;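 total cells summed across four imaged fields per well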
# Lipid droplet cells 6.5 µM – also measured in Lipid droplet; calls as there; cell count; measured here: cell count, cytotoxicity flag;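 cells counted across two imaged fields per well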
# bCat nuc transl cell count 5 µM – further read-out of bCat nuc transl, marked with its call; cell count; measured here: cell count, cytotoxicity flag
# T cell modulator vesicle-bound % – also measured in T cell modulator; calls as there; double positive events, %; measured here: CD8+ vesicle-bound cell fraction;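 binding gate set so that unloaded-vesicle control wells show 10% double positive cells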
# MT stabilizer Hoechst-high % – also measured in MT stabilizer; calls as there; % Hoechst-high responders; measured here: nuclear condensation Hoechst responders;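 share of cells brighter than vehicle mean plus two SD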
# MT stabilizer cytotoxicity % – recorded beside MT stabilizer, whose call it bears; toxicity, %; measured here: cytotoxicity by cell density;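 0% = mean cell density of plate MIN control wells and 100% = no cells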
# Myeloid diff MLP GFP+ MAC1+ % – recorded beside Myeloid diff MLP, whose call it bears; GFP+ MAC1+ double positive, %; measured here: differentiation confirmed by MAC1 staining
# Numbers without * were called inactive; i = inactive; ? = inconclusive; / = not tested or not shown.
SMILES,T cell modulator,T cell modulator vesicle-bound %,PMI inhibitors,Ins promoter up,Ins promoter up cell count,Lipid droplet,Lipid droplet cells 6.5 µM,TNAP activators,Dynein cargo inh,Dynein cargo inh cytoplasmic EGFP,Dynein cargo inh nuclear GR-EGFP,Dynein cargo inh cell count,MT stabilizer,MT stabilizer Hoechst-high %,MT stabilizer cytotoxicity %,Myeloid diff MLP,Myeloid diff MLP GFP+ MAC1+ %,bCat nuc transl,bCat nuc transl cell count 5 µM
C=CCn1c(SCC(=O)Nc2c(C)n(C)n(-c3ccccc3)c2=O)nc2sc(C)c(-c3ccccc3)c2c1=O,i,32.9,6.6%,-0.23,1519,/,/,1.2,-1.08,-0.103,-1.27,0.798,3.2,1.6,3.1,i,0.4,-3.7,1348
CCOC(=O)N1CCC(NC(=O)c2ccc3c(c2)sc2nc(-c4ccccc4)cn23)CC1,i,54.6,6.3%,/,/,/,/,1,1.57,-0.0546,1.4,-2.36,5.4,4.1,2.2,?,/,/,/
O=c1[nH]c2sc3c(c2c2nncn12)CCCC3,i,53.7,-23.2%,/,/,2.4,722,1.1,1.32,-0.0823,1.04,-0.488,2.4,1.3,5.2,i,0.6,-4.3,1183
COc1ccc(C(=O)OCn2nnc3ccccc3c2=O)cc1OC,i,37.0,-5.2%,1.54,1062,/,/,0.9,-0.406,-0.198,-0.197,1.3,2.1,1.2,5.6,i,1.3,1.5,750
O=C(CCCc1nc2ccccc2s1)NCc1cccnc1,i,47.4,-6.4%,-0.11,1394,-15.3,619,1.1,2.99,-0.173,1.46,-1.19,1.9,1.0,2.0,i,0.5,-4.6,1099
COc1ccc(CNS(=O)(=O)c2ccccc2Br)cc1,i,23.1,/,-0.18,1080,-0.7,682,/,0.309,-0.776,0.0882,-0.0409,/,/,/,/,/,-0.2,1133
Brc1ccc(-c2csc(NNC3=NCCCCC3)n2)cc1,i,34.8,-25.8%,-1.14,1127,/,/,1.2,0.451,-0.19,0.505,-0.243,3.4,2.0,0.6,i,0.9,-0.8,1433
c1ccc2c(c1)CCc1c-2nc2ccccc2c1N1CCOCC1,i,21.4,/,-0.13,1426,2.2,714,/,1.07,-0.234,0.533,-1.06,/,/,/,i,0.7,-4.0,1169
COc1ccc(-c2nc3oc4cc(OC)ccc4c(=O)c3c(=O)n2Cc2ccco2)cc1,i,41.8,31.4%,0.06,1975,14.5,734,1,-1.17,-0.116,-0.269,1.17,4.0,2.1,1.0,i,0.8,1.1,1021
COc1ccc(S(=O)(=O)NC(C)C(=O)O)cc1 (stereo not drawn),i,66.7,4.2%,0.21,1002,8.5,753,1.2,0.84,-0.192,0.433,0.00898,3.0,1.1,5.4,i,1.2,/,/
CCCOc1ccc2c(CC)cc(=O)oc2c1C,i,45.8,-0.5%,0.06,1086,14.4,685,1.1,0.652,-0.0472,0.543,1.14,6.8,2.7,5.0,i,0.3,-2.9,530
CCOc1ccc(CC(=O)NNC(=S)Nc2ccc(OC)c(OC)c2)cc1,i,30.4,-2.8%,-0.57,1416,-1.6,697,2.2,-0.213,-0.299,-0.119,0.714,1.6,1.5,1.3,i,0.5,-2.1,1031
O=C(c1ccccc1)c1ccccc1N/C=C/c1nnnn1-c1ccccc1,i,26.9,-2.5%,/,/,/,/,1,-0.159,-0.221,-0.678,0.0641,3.1,1.7,5.7,i,0.4,/,/
CCN(CC)CCCNC(=O)Cn1ccc2ccccc2c1=O,i,29.8,-2.2%,0.38,1093,-18.8,648,1.1,-0.805,-0.164,-0.111,1.81,7.1,2.1,8.1,i,0.8,-2.7,1143
O=C1C(Nc2ccccc2)=C2CCCC=C2N1c1ccccc1,i,32.4,-29.7%,1.18,1258,-29.3,722,1.1,-0.381,-0.101,-0.0224,-0.0198,3.9,1.5,6.7,i,0.2,1.9,1012
CCNc1nc(NC(C)C)nc(N(C#N)CCOc2ccc(Cl)cc2Cl)n1,i,31.5,25.3%,-2.14,1169,-20.0,755,1.1,1.5,-0.174,0.948,-0.484,2.4,1.2,9.4,i,1.0,-0.5,1092
C/C(=N\OCC(=O)Nc1ccccc1C(=O)O)c1cccs1,i,30.4,-14.7%,/,/,-0.9,682,1.1,-0.714,-0.231,-0.455,0.684,2.5,2.2,3.7,i,0.3,-0.9,1076
N=c1sccn1CC(=O)Nc1ccc2c(c1)CCC2,i,55.3,0.8%,-1.09,1193,/,/,1,0.668,-0.175,0.507,-1,2.7,2.5,5.7,i,0.7,-1.9,1012
CC(=O)n1cc(C2C(=O)CC(C)(C)CC2=O)c2ccccc21,i,23.7,4.2%,0.69,1164,-0.6,818,1.1,-0.692,-0.291,0.0469,0.302,3.9,1.9,7.5,i,1.6,1.3,1080
C/C(=N\NC(=O)Cn1cc([N+](=O)[O-])cn1)c1ccc(O)cc1,i,40.9,/,-0.91,1098,-8.2,709,/,-0.0222,-0.239,0.359,0.237,/,/,/,i,0.1,1.0,1262
O=C1CCC(C(=O)OCc2cc(=O)oc3ccc4ccccc4c23)=NN1,i,27.8,/,0.29,1052,-7.9,719,/,0.204,0.0241,0.738,-0.553,/,/,/,i,0.7,-0.1,1354
CCOC(=O)c1ccc(NS(=O)(=O)c2ccc(SC)cc2)cc1,i,16.0,10.3%,0.9,1319,1.5,722,1.1,0.227,-0.223,-0.239,-0.862,5.6,1.8,6.9,i,0.9,-1.2,1080
COc1ccc(-c2ccc(-c3nnn(CC(C)=O)n3)cc2)cc1,i,50.3,0.3%,0.28,1210,-20.5,683,1,-1.49,-0.253,-0.956,0.884,1.4,0.4,25.8,i,0.7,/,/
COc1ccc(/C=N/OCC(=O)N2CC3(C)CC2CC(C)(C)C3)cc1 (stereo not drawn),i,63.6,-9.9%,-0.53,923,/,/,1.1,-0.852,-0.154,-0.335,0.3,1.3,2.0,9.4,/,/,2.5,1324
NC1=NS(=O)(=O)NC1c1cccc(F)c1 (stereo not drawn),i,55.6,-3.9%,0.88,1041,21.3,778,1.1,-0.0137,-0.293,-0.175,0.679,4.7,0.9,7.6,i,0.1,1.3,1022
CS(=O)(=O)N(Cc1ccccc1)c1ccc(C(=O)Nc2ccc3c(c2)OCO3)cc1,i,33.8,-4.0%,-0.55,795,-8.2,763,1.2,-0.163,-0.179,0.536,0.751,1.8,1.4,9.3,i,0.5,-4.6,1180
CCCc1cc(C(=O)Cc2ccc(F)cc2)c(O)cc1O,i,57.9,18.3%,0.36,1282,-15.7,698,1,-3.27,1.07,-2.21,-4.66,5.0,2.1,8.8,i,0.3,-0.7,1032
CC(=O)Nc1ccc(S(=O)(=O)NCC2CCC(C(=O)NCCC3=CCCCC3)CC2)cc1 (stereo not drawn),i,31.0,5.1%,-0.14,971,/,/,1.1,-0.0931,-0.383,-0.0173,-0.00765,1.1,1.2,12.1,i,1.3,/,/
CCN(CC)S(=O)(=O)c1cccc(C(=O)Nc2cccnc2)c1,i,53.4,8.2%,0.53,1562,-6.5,665,1.1,-0.485,-0.261,-0.362,0.658,3.2,2.2,7.5,i,0.6,0.4,1058
COCc1cc(=O)[nH]c2c1c(-c1ccccc1)nn2C,i,28.9,/,0.03,1161,-8.2,648,/,-1.64,0.0228,-0.628,4.65,/,/,/,i,0.3,1.1,1305
COc1ccccc1C(=O)NCC(=O)N/N=C/c1cc(Br)ccc1OCc1ccccc1,i,26.2,13.9%,1.06,909,30.9,701,1.1,0.21,0.45,-0.179,-0.0547,5.0,3.0,10.7,i,0.6,-1.6,961
O=C(CN(c1ccc(Cl)cc1)S(=O)(=O)c1ccc(Cl)c([N+](=O)[O-])c1)NCCc1ccccc1,i,53.2,-0.2%,1.31,1442,-3.4,731,1.1,-1.75,-0.0795,-0.854,0.631,4.3,1.6,4.7,i,0.5,0.4,1537
O=C(COc1ccccc1)N1CCN(c2nnc(-c3ccccc3)c3ccccc23)CC1,i,39.2,-3.7%,-2.02,1006,/,/,0.9,2.14,-0.11,1.06,-1.32,5.1,5.3,9.4,i,0.5,1.1,1138
Cc1c(C(C)C)c(=O)n(-c2ccc(S(=O)(=O)N3CCOCC3)cc2)n1C,i,47.6,17.9%,1.33,1449,-7.6,634,1.1,-0.0708,-0.272,0.426,-0.145,1.8,1.2,7.3,i,0.0,-1.0,962
O=C(Nc1ccc(NC(=O)C2CC2)nc1)c1cccc(F)c1,i,51.4,4.3%,0.55,1310,/,/,1.1,-0.897,-0.397,-0.165,0.67,4.1,2.1,14.1,i,0.7,1.7,1396
COc1ccc(NC(=O)Nc2ccc(F)c(F)c2)c(OC)c1,i,46.3,7.2%,0.51,1500,17.5,693,1.1,-1.15,-0.266,-0.402,0.587,5.1,1.9,1.3,i,0.5,-1.5,1013
